High-throughput results: PubChem, several laboratories
CAL PDZ FP-1: inhibitors of human CAL PDZ peptide binding; Q9HD26; 330,000 tested, 0.02% active; AID 504414; purified CAL PDZ, TMR-peptide fluorescence polarization, 1 h; inhibition, % at 20 µM;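 active means highest replicate inhibition of at least 40%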;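 further: plate controls were DMSO neutral control wells for no effect and unlabeled competitor peptide control wells for full effect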
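System: purified tagged CAL PDZ domain construct (CerCALP). Schedule: 1 h incubation at room temperature before polarization reading. Medium: 25 mM sodium phosphate pH 7.4, 150 mM NaCl, TCEP, IgG, Thesit. Read-out: percent inhibition from loss of millipolarization. Measured by: FP readout, S and P plane fluorescence. Probe or stimulus: fluorescent TMR peptide probe.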
MITF act: increases MITF-driven TRPM1 promoter luciferase signal; SK-MEL-5 TRPM1-promoter luciferase, 24 h; % of positive control, neutral wells = 0; activation, % at 12.5 µM; 300,000 tested, 0.75% active;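 active means mean activation of at least 80% with every replicate also reaching 80%; inconclusive means mean reaches 80% but some replicate falls short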;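 further: 0% = neutral control wells and 100% = parthenolide positive control wells; values of inactives mirror those of a sister screen read the other way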
SR-BI uptake up: activators of SR-BI mediated HDL lipid uptake; CHO ldlA[mSR-BI] cells, DiI-HDL uptake fluorescence, 3 h; 100 = double the neutral-control signal; activation, % at 12.5 µM; 320,000 tested, 0.096% active; AID 504775;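 active means mean replicate activation of at least 60% and every replicate at or above 60%; inconclusive means mean or all-replicate condition met, but not both; inactive means mean below 60% and not all replicates reaching 60%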;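 further: 0% = median plate neutral-control signal and 100% = twice that signal; values of inactives mirror those of a sister screen read the other way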
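Material – SR-BI-overexpressing, LDLR-lacking CHO cells · Medium – BSA-supplemented, HEPES-buffered Ham's F12, pH 7.4 · Doses – single concentration · Times – compound with DiI-HDL co-incubation, 3 h at 37 °C · Measured by – bottom-read fluorescence, 550/595 nm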
CAL PDZ FP-2: inhibitors of human CAL PDZ peptide binding; purified CAL PDZ, TMR-peptide fluorescence polarization, 1 h; inhibition, % at 24.9 µM; 300,000 tested, 0.92% active; AID 602252;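 active means mean inhibition of at least 30% with at least half of replicates also reaching 30%; inconclusive means no clear call, values can overlap the other calls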;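 further: 0% = DMSO neutral control and 100% = excess unlabeled competitor peptide PRC23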
Wnt bcat act: activators of Wnt/beta-catenin signaling | Wnt/beta-catenin reporter cell assay, activator, plate reader | activation, % at 9.35 µM | 300,000 tested, 1.2% active; in the data active means activation above about 30%, passing the limit was not always enough; inconclusive means no clear call, values can overlap the other calls;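 further: 0% = neutral control wells and 100% = positive control wells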
Ecoli viability: bacterial growth inhibition, counter-screen for AddAB inhibitors; E. coli V3065 growth, OD600 absorbance, 18 h; inhibition, % at 11.9 µM; 330,000 tested, 0.27% active; AID 449728;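 active means inhibition above the campaign's mean inhibition across all tested compounds plus 3 SD, cut at about 9.9% in these data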;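 further: uninfected addAB+ strain grown without phage in ampicillin broth; 0% = DMSO wells and 100% = ciprofloxacin 0.95 µg/ml wells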
AddAB inh: less growth of phage-infected E. coli with AddAB. E. coli expressing H. pylori AddAB, absorbance growth. inhibition, % at 11.9 µM. 330,000 tested, 0.29% active. AID 435030; in the data active means inhibition above about 12%;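 further: 0% = vehicle wells of infected cells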
phage Ecoli inh: E. coli growth loss with phage present. growth absorbance. inhibition, % at 11.9 µM. 360,000 tested, 0.26% active; in the data active means inhibition above about 11%
SR-BI HDL uptake: blocks mouse SR-BI lipid uptake from DiI-HDL | 320,000 tested, 0.96% active | ldlA[mSR-BI] CHO cells, DiI-HDL uptake fluorescence, 3 h | Q61009 | inhibition, % at 12.5 µM;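 active means mean replicate inhibition of at least 70% and a set share of replicates each scoring 70 or more; inconclusive means meets just one of the two criteria; inactive means fails both criteria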;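 further: 0% = median of neutral control wells and 100% = median of positive control wells; values of inactives mirror those of a sister screen read the other way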
Target sequence (Q61009 whole entry, looked up): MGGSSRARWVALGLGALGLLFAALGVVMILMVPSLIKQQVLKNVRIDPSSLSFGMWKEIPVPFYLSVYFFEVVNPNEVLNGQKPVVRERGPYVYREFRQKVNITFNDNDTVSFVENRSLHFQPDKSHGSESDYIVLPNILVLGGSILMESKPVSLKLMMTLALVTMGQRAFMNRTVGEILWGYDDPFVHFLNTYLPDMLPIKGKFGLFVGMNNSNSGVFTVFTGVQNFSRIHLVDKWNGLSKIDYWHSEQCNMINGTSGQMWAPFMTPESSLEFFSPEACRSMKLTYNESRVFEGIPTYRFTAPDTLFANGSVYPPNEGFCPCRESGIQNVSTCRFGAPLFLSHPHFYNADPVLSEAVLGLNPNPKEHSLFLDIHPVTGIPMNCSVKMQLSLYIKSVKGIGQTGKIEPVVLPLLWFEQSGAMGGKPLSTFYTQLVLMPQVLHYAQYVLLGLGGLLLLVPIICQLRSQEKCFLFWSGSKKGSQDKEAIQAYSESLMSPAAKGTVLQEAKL
Tat transport: E. coli Tat transport inhibition; E. coli MC4100 TorA-mCherry Tat export, fluorescence; inhibition, % at 10 µM; 340,000 tested, 0.036% active;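 active means mean replicate inhibition at least 50% and at least half of replicates individually reaching 50%; inconclusive means only one of the two criteria met; inactive means neither criterion met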;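 further: exported cargo escapes ClpAP degradation while cytoplasmic cargo is degraded and loses fluorescence; 0% = median of neutral control wells and 100% = median of NaSCN control wells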
* hit, by the source's call; ? = inconclusive; · = not tested or not shown. The order is random; any-hit rate near 3.6%.

SMILES | CAL PDZ FP-1 | MITF act | SR-BI uptake up | CAL PDZ FP-2 | Wnt bcat act | Ecoli viability | AddAB inh | phage Ecoli inh | SR-BI HDL uptake | Tat transport
COc1ccccc1C(=O)C1CCCN(C(=O)c2ccccn2)C1 (centres undefined) | -2.4 | -4 | 16 | 0 | -1 | 0.0 | -1.0 | 2.7 | -16 | -4
CCOC(=O)NC(=S)c1ccc[nH]1 | -1.9 | -5 | 34 | -3 | 1 | -0.5 | 1.7 | 3.5 | -34 | 0
O=C(Nc1ccc2nc(-c3ccccc3)[nH]c2c1)c1cccs1 | -4.6 | 70 | -50 | -1 | 1 | -0.8 | 1.8 | 2.8 | 50 | -1
Cc1ccc(Nc2nc3nonc3[nH]c2=O)cc1C | -2.6 | 21 | 6 | -6 | · | 1.0 | 1.7 | 0.4 | -6 | -7
Fc1cc(Cl)c(OCc2noc(-c3ccsc3)n2)c(Cl)c1 | 0.9 | 90* | -22 | -4 | 0 | 0.5 | 0.3 | 4.9 | 22 | 14
Cc1nc2nc(-c3cccs3)cn2nc1C | -0.1 | · | -6 | · | 47* | -2.5 | 3.3 | 1.9 | 6 | 5
O=C(NCCCn1ccnc1)c1ccc2c(c1)OCCO2 | -1.8 | 6 | 7 | 2 | 4 | 0.6 | 0.7 | 0.9 | -7 | -17
CCOc1cc(NC(=O)CCl)c(OCC)cc1NC(=O)CCl | -1.2 | -75 | · | -2 | 10 | -0.4 | -0.5 | -0.7 | · | -1
CN(C)S(=O)(=O)c1cccc(NC(=O)CSc2ncnc3ccccc23)c1 | -2.0 | -12 | · | -2 | -7 | -2.0 | 0.1 | 0.5 | · | -4
NC(=O)COC(=O)c1ccc2c(c1)C(=O)N(Cc1ccco1)C2=O | -1.2 | -5 | · | · | -1 | 4.2 | 5.5 | 1.7 | · | 1
Cc1onc(-c2ccccc2Cl)c1C(=O)Nc1ccccc1C(N)=O | · | -8 | -27 | -4 | · | 1.2 | 0.0 | 0.7 | 27 | -12
CCOC(=O)c1[nH]c2ccccc2c1NC(=O)CC | -0.1 | -15 | 25 | · | 0 | -0.1 | 1.0 | 1.6 | -25 | 4
COc1ccc(C(=O)NNC2=NC(C)(C)Cc3cc(C)c(C)cc32)cc1 | -1.0 | -7 | -2 | -4 | · | 0.9 | 2.9 | 1.9 | 2 | 5
N#CCCN(C(=O)COC(=O)C1=NNC(=O)CC1)c1ccccc1 | -1.9 | 8 | 24 | -1 | -1 | 0.4 | 1.0 | 11* | -24 | -5
COc1cccc(CN(C)C(=O)c2ccc3c(=O)n4c(nc3c2)CCC4)c1OC | -2.7 | 32 | 18 | -3 | 14 | 0.1 | -0.3 | 2.5 | -18 | 1
O=C(NCC1CCCO1)c1ccc(S(=O)(=O)Nc2ccccc2F)cc1 (centres undefined) | -2.4 | -11 | 10 | -3 | -2 | -1.9 | 3.0 | -1.5 | -10 | -1
CSCCC(C(=O)N1CC2(C)CC1CC(C)(C)C2)N1C(=O)c2ccccc2C1=O (centres undefined) | -0.9 | 4 | 12 | -1 | -4 | -1.4 | -0.4 | 1.8 | -12 | 20
Cc1cccc(OCCCCNCc2ccccc2)c1 | 0.6 | 7 | 16 | -2 | -3 | -1.5 | 3.8 | 3.5 | -16 | -4
O=c1oc2ccccc2c(Nc2ccc(Cl)cc2)c1[N+](=O)[O-] | -1.1 | -17 | -1 | -3 | 8 | 1.8 | 5.2 | 3.0 | 1 | -4
CC1CCCC(C)N1CC(O)COCc1ccccc1 (centres undefined) | 0.6 | 7 | 13 | -3 | -1 | 2.8 | 3.8 | 1.2 | -13 | 6
O=C(Nc1ccc(N2CCOCC2)cc1)c1cc(F)c(F)cc1Cl | -3.9 | 45 | -5 | -4 | · | -0.5 | 1.9 | 1.2 | 5 | -2
CCOC(=O)C(C)Oc1ccc(=O)n(-c2ccccc2)n1 (centres undefined) | · | -15 | -6 | 1 | -1 | -0.7 | 0.5 | 2.0 | 6 | 14
CCOC(=O)c1[nH]c(COC(=O)c2ccccc2NC(=O)c2ccco2)c(C(=O)OCC)c1C | -3.8 | -8 | 5 | -1 | 6 | -0.3 | 2.7 | 0.6 | -5 | 3
Cc1c(C)n(CCc2c[nH]c3ccccc23)ccc1=O | 1.0 | 18 | 11 | -3 | 1 | 0.5 | -0.8 | 1.8 | -11 | 2
O=C(COC(=O)c1ccc(O)cc1O)NC(=O)Cc1ccccc1 | -1.0 | -2 | -1 | · | 1 | · | · | 5.8 | 1 | -2
O=c1oc2cc(O)ccc2c2oc3cc(O)ccc3c12 | 0.6 | 10 | -3 | -1 | 6 | 0.8 | 1.9 | 3.2 | 3 | 1
COCCC(=O)N1CCC(Oc2ccc(C(=O)NCc3cccc(C)n3)cc2)CC1 | -2.9 | -11 | 29 | 0 | 1 | -0.7 | -0.2 | 1.0 | -29 | -3
Cc1cccc(OCCN2C(=O)C(=O)c3cccc(C)c32)c1 | -1.9 | 3 | -8 | -4 | -8 | 1.8 | 1.1 | 1.8 | 8 | 0
COC(=O)CC1C(=O)NCCN1C(=S)Nc1ccccc1 (centres undefined) | -0.3 | 19 | 16 | · | -1 | 0.2 | 2.6 | 2.9 | -16 | -1
CCC(CC)NC(=O)COC(=O)c1cc(Br)ccc1Cl | -0.7 | 18 | -4 | -1 | -2 | -0.7 | 0.4 | 4.1 | 4 | 11

Other entries:
SMILES | CAL PDZ FP-1 | MITF act | SR-BI uptake up | CAL PDZ FP-2 | Wnt bcat act | Ecoli viability | AddAB inh | phage Ecoli inh | SR-BI HDL uptake | Tat transport
COCCCN(C(=O)c1cc(-c2ccco2)nc2ccccc12)c1c(N)n(Cc2ccccc2)c(=O)[nH]c1=O | 0.4 | 3 | 3 | -1 | -3 | 0.0 | 1.5 | 0.2 | -3 | -6
CCOc1ccc(CN(C)CC(=O)Nc2ccc([N+](=O)[O-])cc2Cl)cc1 | -0.4 | 4 | -14 | -2 | · | -0.3 | 1.4 | 1.5 | 14 | 6
O=C(c1ccco1)N1CCN(c2ncnc3c2cnn3-c2ccccc2)CC1 | -1.6 | 30 | -27 | -3 | · | 1.3 | 2.9 | 2.1 | 27 | -3
COc1ccc(NC(=S)NC23CN4CN(CN(C4)C2)C3)c(OC)c1 | -2.6 | 0 | 13 | -2 | 1 | 4.3 | 5.8 | 2.7 | -13 | -2
COc1cccc(NC(=O)C2C3C=CC4(O3)C2C(=O)N(CCCN2CCCC(C)C2)C4C(=O)NC2CCCCC2C)c1 (centres undefined) | -1.4 | 16 | · | 9 | -2 | -1.4 | 4.3 | 1.2 | · | 3
CC(=O)N1CCN(C(=S)Nc2ccc(Oc3ccccc3)cc2)CC1 | 0.3 | -3 | 8 | -1 | 9 | -0.9 | -5.1 | 3.1 | -8 | 4
COc1cc(/C=C/C(=O)OCC(=O)Nc2cc(S(=O)(=O)N(C)C)ccc2Cl)ccc1O | -1.6 | 4 | -52 | -2 | 0 | -0.5 | 1.3 | 0.9 | 52 | -1
O=S(=O)(Nc1cccnc1)c1cccnc1 | -0.1 | -1 | 12 | 4 | -4 | · | · | -0.8 | -12 | 12
COc1ccc(C)cc1NC(=O)CN1CCN(c2ccc(F)cc2)CC1 | -1.0 | -3 | -45 | -3 | 1 | -1.6 | 0.5 | 1.8 | 45 | 0
CCN(CC)CCCn1c(C)cc2c(c1=O)C(c1cccc(Cl)c1)C(C#N)=C(N)O2 (centres undefined) | -0.9 | 8 | 4 | 13 | · | · | · | 0.9 | -4 | ?
COc1ccc(N(C(=O)c2snc(C(N)=O)c2N)C(C(=O)NC2CCCC2)c2cc(OC)ccc2OC)c(OC)c1 (centres undefined) | -3.2 | 5 | 8 | -1 | -10 | -0.1 | 0.0 | 0.5 | -8 | 3
O=C(NC(=S)NCc1cccnc1)c1ccc([N+](=O)[O-])cc1 | -2.2 | 3 | 19 | -2 | 3 | 0.1 | 5.6 | 0.9 | -19 | -2
COc1ccc(OC)c(NC(=O)CCn2c(=S)[nH]c3ccccc3c2=O)c1 | -0.5 | -4 | -14 | · | -2 | 0.1 | 1.8 | 2.4 | 14 | -1
CCc1ccc(NC(=O)Nc2cnccn2)cc1 | -3.6 | 33 | 7 | -3 | 17 | 3.1 | 2.6 | 3.3 | -7 | -5
Cc1nnc(N/N=C/c2ccc(-c3ccccc3F)o2)n1N | -1.4 | 21 | 19 | 8 | 7 | 1.6 | 4.2 | 6.7 | -19 | -9
CCOc1cc(C(=S)N2CCOCC2)ccc1OC(=O)c1ccccc1 | -0.7 | · | 5 | -2 | 1 | -0.4 | 1.0 | -1.8 | -5 | -5
CCOC(=O)c1c(C)[nH]c(C)c1S(=O)(=O)N1CCOCC1 | -1.7 | -5 | · | -3 | -1 | -0.2 | -1.6 | 0.5 | 17 | 6
O=C(CNC(=O)c1ccc(Br)o1)NCCc1ccc(F)cc1 | 0.2 | -4 | 7 | 2 | 3 | 1.6 | -0.4 | -2.0 | -7 | -4
O=C(O)c1cc(/C=C/C(=O)c2cc(F)ccc2O)c2c(c1)COCO2 | -1.8 | 0 | 25 | -1 | 3 | 1.4 | 2.5 | 0.1 | -25 | -6
CCC(=O)OCCNc1cc(SCCC(=O)OC)c2nonc2c1[N+](=O)[O-] | 0.2 | 9 | 12 | -1 | · | 0.3 | 3.1 | 3.5 | -12 | -7
CCOC(=O)c1ccc(NC(=O)CC2SC3=NCCN3C2=O)cc1 (centres undefined) | -0.5 | 3 | -20 | 0 | 0 | 3.1 | 2.7 | -1.2 | 20 | -2
CCN1CCN(Cc2ccc(NC(=O)CC3Oc4ccc(C)cc4NC3=O)cc2)CC1 (centres undefined) | -0.2 | 5 | -2 | · | -4 | 1.4 | 3.0 | 2.1 | 2 | -1
CCn1c(=O)cc(SCC(=O)N2CCN(Cc3ccc4c(c3)OCO4)CC2)c2ccccc21 | -1.9 | -4 | -52 | -2 | · | -2.7 | -1.0 | 3.1 | 52 | 8
CC(C)OCCCNC(=O)Cn1ncc2c(=O)oc3ccccc3c21 | 0.5 | · | -16 | · | · | 0.5 | 1.5 | 2.0 | 16 | -4
C=CCN1C(=O)/C(=C2/Sc3ccc(OC)cc3N2C)SC1=Nc1ccccc1 | -2.4 | 1 | -96 | -2 | 1 | 1.4 | 2.9 | 1.9 | 96* | 2
Cn1c(SCC(=O)NC2CC2)nnc1-c1cccs1 | -3.7 | 6 | 21 | -2 | 2 | 2.8 | 0.9 | 3.2 | -21 | -7
Nc1nonc1-n1nnc(C(=O)N/N=C/c2ccc(OCc3ccccc3F)cc2)c1CN1CCCCC1 | 0.3 | 84* | -49 | 0 | 5 | 1.0 | 1.4 | -0.7 | 49 | 11
COc1ccc(-c2nc(CS(=O)CC(=O)N3CCOCC3)c(C)o2)cc1OC (centres undefined) | 0.0 | -10 | 19 | 5 | -2 | 0.4 | 1.9 | -1.2 | -19 | 2
